High-throughput results from PubChem.
PP5 primary = blocks human protein phosphatase 5 activity; P53041; purified PP5c, OMFP substrate fluorescence; inhibition, % at 6.7 µM; 320,000 tested, 0.18% active;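 active = inhibition above the campaign's mean inhibition across all tested compounds plus 3 SD, cut at about 9.5% in these data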;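 also: 0% = DMSO only and 100% = 100 µM cantharidin control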
Target sequence (P53041 whole entry, looked up): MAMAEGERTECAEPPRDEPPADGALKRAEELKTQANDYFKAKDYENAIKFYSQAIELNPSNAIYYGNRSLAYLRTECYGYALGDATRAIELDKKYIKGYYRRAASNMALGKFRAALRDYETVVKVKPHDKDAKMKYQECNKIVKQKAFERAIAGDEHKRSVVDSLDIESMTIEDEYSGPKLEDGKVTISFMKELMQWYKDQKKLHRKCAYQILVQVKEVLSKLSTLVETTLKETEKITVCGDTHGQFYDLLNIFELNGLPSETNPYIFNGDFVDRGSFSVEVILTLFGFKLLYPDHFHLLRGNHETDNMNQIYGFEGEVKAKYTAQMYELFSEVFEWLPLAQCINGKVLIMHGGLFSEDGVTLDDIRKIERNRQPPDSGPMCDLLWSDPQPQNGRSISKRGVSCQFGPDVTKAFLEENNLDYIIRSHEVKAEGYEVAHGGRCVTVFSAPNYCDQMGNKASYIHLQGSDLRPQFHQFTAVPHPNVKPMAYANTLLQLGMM
PP1 inh = blocks human PP1-alpha phosphatase, a PP5 counter-screen | P62136 | purified PP1alpha, OMFP fluorescence | inhibition, % at 6.7 µM | 320,000 tested, 0.9% active | AID 2235;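 active = inhibition above the mean inhibition of all tested compounds plus 3 SD, computed separately for each screening campaign, cut at about 15% in these data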
TPT1 inhibitor = inhibitors of Candida albicans tRNA 2'-phosphotransferase TPT1; inhibition, % at 5 µM; 300,000 tested, 0.81% active; AID 1962; recombinant caTPT1, FP RNA substrate dephosphorylation;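 active = inhibition above the mean of all tested compounds plus 3 SD, set per screening campaign, cut at about 24% in these data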;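 also: plate controls were DMSO alone for no effect and ferristatin control at 100 nM for full effect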
proCasp7 act = counter-screen: procaspase-7 (human) activation; P55210; 330,000 tested, 0.093% active; activation, % at 8.5 µM; recombinant procaspase-7, Ac-DEVD-pNA absorbance 405 nm; D23A/D198A/D206A triple mutant, cannot self-cleave; scale: DMSO 0, 5 µM enzyme 100;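 active = percent activation above the screen-wide mean plus 3 SD, cut at about 25% in these data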
Target sequence (P55210 whole entry D23A/D198A/D206A): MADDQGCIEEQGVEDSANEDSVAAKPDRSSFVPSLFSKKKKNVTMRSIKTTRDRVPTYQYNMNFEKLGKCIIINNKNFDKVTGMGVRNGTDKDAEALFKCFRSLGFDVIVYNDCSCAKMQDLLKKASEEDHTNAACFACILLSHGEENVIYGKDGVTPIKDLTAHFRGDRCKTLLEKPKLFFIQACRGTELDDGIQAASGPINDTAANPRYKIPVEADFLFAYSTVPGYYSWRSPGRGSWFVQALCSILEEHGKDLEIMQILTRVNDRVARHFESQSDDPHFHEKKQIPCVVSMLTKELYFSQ
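Assay system: Uncleavable procaspase-7 mutant enzyme / Input: 2 µM procaspase-7 mutant as dispensed / Dosing: single nominal 8.5 µM compound dose, 0.8% DMSO final / Timing: 1 h enzyme–compound preincubation and 2 h substrate reaction, both 25 °C / Detection: p-Nitroaniline absorbance at 405 nm, read at 0 and 120 min / Replication: singlicate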
core dimer inh = blocks dimerization of HCV core protein | AID 1899 | 300,000 tested, 0.33% active | TR-FRET GST/Flag-core106 dimerization, 1536-well | inhibition, % at 5 µM;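 active = inhibition above the mean of all tested compounds plus 3 SD, set per screening campaign, cut at about 45% in these data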
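Material: GST/Flag-tagged HCV core106 proteins. Incubation: 4 h, 22.5 °C incubation. Read-out basis: inhibition (%) from 671 over 617 nm ratio. Measured by: TR-FRET, excitation 340 nm, emission 617 and 671 nm.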
Fh CTSL1 inh = counter-screen for PFM18AAP inhibitors: inhibitors of F. hepatica cathepsin L1; AID 1906; recombinant F. hepatica cathepsin L1, Z-Leu-Arg-MCA fluorescence; inhibition, % at 5.96 µM; 300,000 tested, 0.49% active;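 active = inhibition above the mean of all tested compounds plus 3 SD, set per screening campaign, cut at about 17% in these data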;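 also: 0% = plate median of test compound wells and 100% = 1 µM Z-Phe-Ala-diazomethylketone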
AHR act = activators of human aryl hydrocarbon receptor. AHR-responsive luciferase reporter cells, luminescence. 320,000 tested, 2.5% active. P35869. AID 2796. activation, % at 5 µM; in the data active = activation above about 47%;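 also: 0% = vehicle wells and 100% = reference agonist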
proCasp3 act = activators of human procaspase-3 | recombinant procaspase-3 D3A, Ac-DEVD-pNA absorbance 405 nm | activation, % at 8.5 µM | 330,000 tested, 0.11% active;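 active = activation above the mean of all tested compounds plus 3 SD, cut at about 21% in these data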;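 also: 0% = DMSO alone and 100% = DMSO wells spiked with extra 5 µM PC-3 D3A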
Target sequence (P42574 whole entry D9A/D28A/D175A): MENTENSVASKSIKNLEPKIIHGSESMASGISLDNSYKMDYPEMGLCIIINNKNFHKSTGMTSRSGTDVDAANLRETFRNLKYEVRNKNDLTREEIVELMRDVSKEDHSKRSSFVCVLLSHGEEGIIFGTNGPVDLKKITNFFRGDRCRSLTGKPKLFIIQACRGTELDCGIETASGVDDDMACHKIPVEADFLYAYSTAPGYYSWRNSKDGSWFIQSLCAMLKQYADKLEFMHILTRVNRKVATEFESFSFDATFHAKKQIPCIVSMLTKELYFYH
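Assay system: Autoprocessing-dead procaspase-3 D3A mutant enzyme; also added: Ac-DEVD-pNA; doses: one concentration, 8.5 µM nominal, 0.8% DMSO; times: 1 h compound preincubation, 2 h substrate hydrolysis at 25 °C; technique: 405 nm absorbance of p-nitroaniline, reads at 0 and 120 min; measure: % activation between DMSO and enzyme-spiked controls; repeats: single replicate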
PAFAH2 FP inh = inhibitors of human PAFAH2. Q99487. inhibition, % at 3.39 µM. AID 492956. recombinant PAFAH2, FP-rhodamine activity probe, fluorescence polarization. 340,000 tested, 0.99% active;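 active = inhibition above the mean over all tested compounds plus 3 SD, cut at about 30% in these data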;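 also: inhibitors block probe labeling of enzyme so polarization drops; 0% = enzyme with DMSO and 100% = wells lacking PAFAH2 protein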
* hit, by the source's call; . = not tested or not shown. Rows were taken by chance, and some 5.6% of all compounds hit somewhere here.

SMILES	PP5 primary	PP1 inh	TPT1 inhibitor	proCasp7 act	core dimer inh	Fh CTSL1 inh	AHR act	proCasp3 act	PAFAH2 FP inh
Cc1ccccc1NC(=O)c1ccccn1	0.5	2	1	10	-2	-1	-4	11	-9
O=C(NCc1nnc(SCC(=O)N2CCc3ccccc32)o1)c1cccs1	0.5	4	0	-6	-14	1	0	9	-5
O=C(O)c1ccccc1C(=O)c1ccc(N2CCCC2)c([N+](=O)[O-])c1	-0.1	-2	0	10	3	8	0	3	-3
O=C(NCC1CCCN(Cc2cccc(F)c2)C1)c1cccc2ccccc12 (stereo unspecified)	4.9	-1	0	-5	-18	5	3	1	-8
O=C(/C=C/c1ccco1)OCC(=O)c1ccc(OC(F)F)cc1	3.0	-1	.	-3	.	.	-1	7	3
O=C(NC1CCCCC1)C(c1ccncc1)N(C(=O)Cc1cccs1)c1ccccc1 (stereo unspecified)	-0.9	-4	-4	17	-2	2	-1	-10	5
COc1cc(NC(=O)c2cc(OC)c(OC)c(OC)c2)cc(-n2cnnn2)c1	1.6	0	-4	0	-5	-1	26	4	-8
O=C1N(Cc2cccc(Cl)c2)C[C@@H]2C[C@@H](c3ccco3)N3CCC[C@@]123	0.7	-3	2	-3	9	-2	-1	-1	-2
Cc1nnsc1C(=O)NNS(=O)(=O)c1ccccc1	-1.6	-1	0	13	-2	5	2	14	-9
COc1ccc(CCN(CC(=O)NCc2ccc(F)cc2)C(=O)c2snc(C(N)=O)c2N)cc1OC	2.2	-3	1	0	5	0	1	5	-2
COc1ccc(N2CCN(C(=O)c3cc4c(-c5ccc(Cl)cc5)nn(C)c4s3)CC2)cc1	0.2	-8	-2	0	5	-4	90*	8	-10
CN(C)CCNC(=O)Cc1ncc(C(F)(F)F)cc1Cl	-2.2	-1	-2	4	-6	-1	-2	6	-9
O=C(c1ccccc1)c1nn(-c2cccc(Cl)c2)c2nc(-c3ccccc3)cc(=O)n12	1.8	-1	0	11	6	1	2	4	-10
CCOCCCNC(=O)C1CCN(S(=O)(=O)c2ccc(C)cc2)CC1	1.2	0	-2	4	0	-2	3	-6	-7
N#CCCn1cc(C(=O)N2CCOCC2)c(-c2ccc3c(c2)OCCO3)n1	-1.4	0	-4	-7	1	4	1	-2	8
O=C(NC(Cc1ccccc1)C(=O)O)c1ccco1 (stereo unspecified)	0.4	1	-1	-5	0	4	-4	-11	-1
CC1CC(C)CN(c2ccc([N+](=O)[O-])cc2-c2nn[nH]n2)C1 (stereo unspecified)	1.3	5	-1	-9	-7	-2	0	-24	7
Cc1c(Cl)ccc2c1NC(=O)[C@]21[C@@H]2C(=O)N(Cc3ccccc3)C(=O)[C@@H]2[C@@H]2CCCN21	2.0	6	10	5	34	-1	44	5	-2
CC1CC(C)CN(CC(O)COC2CC(C)CC(C)(C)C2)C1 (stereo unspecified)	-0.4	2	-3	8	-10	-3	-3	0	-2
CCOc1ccccc1NC(=O)CSc1nnc(-c2ccco2)n1Cc1ccco1	6.0	-3	-2	2	2	1	1	-2	4
CCOc1ccc(NC(=O)COC(=O)c2cc(=O)c3ccccc3o2)cc1	-0.2	-1	.	5	.	.	2	-5	1
COc1ccc(/C=C2\SC(=S)N(c3cccnc3)C2=O)cc1	0.6	-4	-2	-8	3	-4	15	2	0
CC(C)C(=O)Nc1cccc(C(=O)NCc2ccc3c(c2)OCO3)c1	1.0	-1	2	-3	-3	-1	2	-5	-8
O=C(CCn1nnc2ccccc2c1=O)N[C@@H](Cc1ccccc1)C(=O)O	-3.5	-2	-4	5	-5	1	1	3	5
CN(C)c1nc(N)nc(-c2cccnc2)n1	2.2	-3	3	10	3	-1	0	3	0
SMILES	PP5 primary	PP1 inh	TPT1 inhibitor	proCasp7 act	core dimer inh	Fh CTSL1 inh	AHR act	proCasp3 act	PAFAH2 FP inh
C[C@@H](OC(=O)c1[nH]cnc1C(=O)N1CCN(C(=O)OC(C)(C)C)CC1)c1ccccc1	.	.	.	5	.	.	0	0	1
CC(C)CCNC(=O)CCS(=O)(=O)c1cccc2nonc12	2.1	-5	-4	7	-2	-1	-5	-4	1
O=C(c1cccc([N+](=O)[O-])c1)c1ccc2[nH]c(=O)[nH]c2c1	-0.1	1	4	4	-89	-1	3	2	-10
N=c1c(S(=O)(=O)c2ccc(Cl)cc2)cc2c(=O)n3ccccc3nc2n1Cc1cccnc1	0.5	-4	12	-3	7	-1	-1	-4	2
O=S(=O)(c1cccc2nonc12)N1CCCCCC1	-3.4	4	1	5	-2	-1	3	-6	2
CCc1nc2ccccc2c(C(=O)OCc2nnc(-c3ccccc3)o2)c1C	2.1	-2	-4	2	-2	0	4	5	6
Cc1cc(Br)ccc1NC(=S)N1CCOCC1	0.7	-4	-4	2	-3	7	0	-1	-1
CSc1ccccc1-c1nnc(-c2ccc(Cl)c(Cl)c2)o1	-0.4	4	-5	9	9	-9	16	-5	7
COc1ccc(-c2sc3cc(OC)c(OC)cc3c2C#CC(C)(C)O)cc1	1.8	3	.	7	.	.	4	-4	5
Cc1ccc(OCCCN2CCOCC2)c([N+](=O)[O-])c1	2.6	2	0	6	-9	-4	26	6	3
COc1cccc(Nc2ncnc3c2cnn3-c2cccc(C)c2)c1	6.9	0	-2	4	-1	6	-7	5	5
O=C(NC1CCCC1)C1CCN(C(=O)Nc2cccc(Cl)c2)CC1	1.1	-1	-1	2	1	-4	1	-1	12
O=C(NCc1nnc(SCC(=O)N2CCCCC2)o1)c1c(F)cccc1F	-0.8	-4	-7	-7	-4	0	-2	4	0
Cc1cc(C(=O)COC(=O)c2ccc(O)cc2O)c(C)n1C(C)C	1.2	1	.	-4	.	.	-1	-3	1
CCOc1cccc(CN2CCN(c3cccc(C(F)(F)F)c3)CC2)c1O	5.8	8	1	1	-2	-4	-1	-3	9
Cc1ccccc1Cn1cc(NC(=O)c2cc(-c3cccs3)on2)cn1	3.8	1	-3	7	0	0	14	3	-1
CCN(CC)S(=O)(=O)c1ccc(OC)c(NC(=O)c2cccc(C)c2[N+](=O)[O-])c1	-2.5	-4	0	-1	2	1	4	8	3
COC(=O)CN1C2(C#N)CCCCC2CC2CCCCC21C#N (stereo unspecified)	2.0	1	-7	15	1	2	0	3	9
CCCn1c(N)c(N2CCCCC2)c(=O)n(CC(=O)Nc2ccccc2C(F)(F)F)c1=O	.	.	.	2	.	.	1	-10	4
CCCCn1c(N)c(N(CCOC)C(=O)Cn2c(=O)cnc3ccccc32)c(=O)[nH]c1=O	0.8	2	.	-3	.	.	-2	0	5
CC(C)Cc1n[nH]c(=O)c2c1nnn2Cc1ccccc1F	1.5	0	-1	4	0	-4	4	-5	12
Cc1ccccc1-n1nc2c(c1NC(=O)c1ccc3c(c1)OCO3)CS(=O)(=O)C2	1.8	-2	1	8	6	1	5	2	3
CCn1c(=O)c(C(=O)Nc2ccccc2S(N)(=O)=O)c(O)c2ccccc21	0.2	0	0	2	5	-3	11	7	-7
CSc1nc2sc(-c3ccccc3)cc2c(=O)n1N	2.2	-5	4	-6	10	-1	7	6	-4
CCCCNC(=O)CSc1nnc(-c2c[nH]c3ccccc23)n1CC1CCCO1 (stereo unspecified)	3.9	2	1	-3	1	-1	3	4	1

The closing 4 records of the section before are carried over, then new ones follow:
SMILES	PP5 primary	PP1 inh	TPT1 inhibitor	proCasp7 act	core dimer inh	Fh CTSL1 inh	AHR act	proCasp3 act	PAFAH2 FP inh
Cc1ccccc1-n1nc2c(c1NC(=O)c1ccc3c(c1)OCO3)CS(=O)(=O)C2	1.8	-2	1	8	6	1	5	2	3
CCn1c(=O)c(C(=O)Nc2ccccc2S(N)(=O)=O)c(O)c2ccccc21	0.2	0	0	2	5	-3	11	7	-7
CSc1nc2sc(-c3ccccc3)cc2c(=O)n1N	2.2	-5	4	-6	10	-1	7	6	-4
CCCCNC(=O)CSc1nnc(-c2c[nH]c3ccccc23)n1CC1CCCO1 (stereo unspecified)	3.9	2	1	-3	1	-1	3	4	1
Cn1c(Cn2cnc([N+](=O)[O-])n2)nnc1SCC(=O)Nc1cccc(Cl)c1	-0.8	0	-4	6	3	-3	4	2	-1
Nc1nncn1C(=O)CCCOc1ccc(Cl)cc1Cl	2.4	-1	0	-5	-3	1	1	-6	3
O=C(CC1C(=O)NCCN1Cc1cccc(F)c1)NC1CCC1 (stereo unspecified)	0.7	0	-5	2	7	1	-2	5	-4
CCC(Sc1nncn1C)C(=O)Nc1cc(C)on1 (stereo unspecified)	-1.0	-5	-1	-11	1	0	-1	-12	-2
O=C(Cc1ccccc1)Nc1cccnc1	1.2	0	4	-15	-4	-2	4	12	5
CCCCCOC(=O)C1=C(C)NC(=O)NC1c1ccc(OC)cc1 (stereo unspecified)	3.8	-3	1	5	12	-1	0	2	4
Cn1cc(Cl)c(-c2n[nH]c(=S)n2-c2ccc(F)cc2)n1	-0.6	4	-1	-10	0	-2	-1	-6	-6
Cc1cccc(Oc2coc3cc(O)ccc3c2=O)c1	-6.8	-8	2	1	-2	-1	6	-2	-2
CCc1nc2ccc(C(=O)NCCc3ccco3)cc2nc1CC	0.5	-3	-3	-7	-6	-3	8	2	-15
O=C(CCCl)Nc1nc2c(s1)CCc1ccccc1-2	1.9	5	-1	-3	6	-2	99*	1	1
O=[N+]([O-])c1ccc2nc(C3CCCCC3)[nH]c2c1	-2.9	1	2	-7	6	0	12	-5	4
O=S1(=O)CC(O)C(NCc2cccnc2)C1 (stereo unspecified)	0.3	0	-1	1	-4	0	1	-1	-1
CCc1cc(-c2ccc3c(c2)COc2c4ccccc4nn2-3)on1	0.2	14	2	-5	-1	1	-7	2	5
Cc1[nH]n(CCC#N)c(=O)c1CC(=O)N1CCN(c2ccccc2)CC1	3.2	0	-3	5	-4	-1	2	-7	-3
Cc1ccccc1CSCCNC(=O)Nc1ccccc1	0.9	2	-3	-5	6	0	-6	0	-1
COc1cccc(N2CCN(c3ncnc4c3[nH]c3ccc(F)cc34)CC2C)c1 (stereo unspecified)	5.2	3	-2	-1	0	0	3	-4	-15
CCOc1ccc(C(=O)CC(Sc2ccc(C)cc2)C(=O)O)cc1 (stereo unspecified)	2.1	-1	-4	-41	5	0	1	-24	0
COc1ccc(N2CCN(Cc3nc4c(c(=O)n(C)c(=O)n4C)n3Cc3cccc(C)c3)CC2)cc1	1.5	-5	1	-4	15	-1	2	0	9
O=S(=O)(c1ccc(F)cc1)N(CCO)CC(O)Cn1c2ccccc2c2ccccc21 (stereo unspecified)	7.5	-1	-2	-8	-1	1	7	4	-4
CCOC(=O)Cc1cc(=O)[nH]c(/N=C(\N)Nc2ccc(C)cc2C)n1	0.0	1	-2	11	2	5	12	-6	4
Cc1cc(C)cc(N(CC(=O)NC2CCCC2)C(=O)CNC(=O)c2ccco2)c1	3.3	1	-2	1	6	-2	3	5	5
CC(C)(O)c1[nH]c2ccc(C(F)(F)F)cc2c1C(C)(C)O	1.4	2	2	-2	-10	-3	12	-1	0
O=C(/C=C/c1ccccc1)NC1CCCc2ccccc21 (stereo unspecified)	-2.0	1	-1	10	-1	-1	3	11	.
